M. tuberculosis = growth inhibition of non-replicating M. tuberculosis (AID 488890); Mycobacterium tuberculosis non-replicating, growth inhibition; higher % means a stronger effect; inhibition, % at 25 µM; hits with a dose series show IC50 in µM; actives 0.39% (n = 320,000); in the data active means a potency from the dose series; inconclusive means inhibition mostly from about 82% at the one dose, without a potency; inactive means the rest, 99 in 100 with inhibition below about 76%;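 further: plate controls were DMSO cells for no effect and high antibiotic wells for full effect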
VEEV TC-83 Vero = inhibitors of VEEV TC-83 cytopathic effect, confirmation, Vero cells (AID 588727) | Vero cells, VEEV TC-83 cytopathic effect inhibition; higher % means a stronger effect | one-dose inhibition, % at 20 µM; IC50 in µM for titrated hits | actives 0.13% (n = 350,000); in the data active means a potency from the dose series; inconclusive means inhibition mostly from about 14% at the one dose, without a potency; inactive means the rest, 99 in 100 with inhibition below about 12%; further: strong numbers were not always called active
Salmonella PhoP GFP = PhoP regulon inhibitors, Salmonella typhi PhoP promoter GFP reporter, confirmatory (AID 1850) | Salmonella Typhi PhoP-promoter GFP reporter, fluorescence, 4 h; higher % means a stronger effect | inhibition, % at 50 µM; hits with a dose series show IC50 in µM | actives 0.33% (n = 310,000); in the data active means a potency from the dose series; inconclusive means inhibition mostly from about 25% at the one dose, without a potency; inactive means the rest, 99 in 100 with inhibition below about 19%;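 further: 0% = induced wells with vehicle and 100% = uninduced wells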
M. tuberculosis HTS = M. tuberculosis growth inhibition, HTS (AID 449762). M. tuberculosis H37Rv growth inhibition, 7H9 media; higher % means a stronger effect. inhibition, % at 25 µM, or IC50 in µM where a hit was titrated. actives 0.59% (n = 330,000); in the data active means a potency from the dose series; inconclusive means inhibition above about 70% without an active follow-up result;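 further: bacterial growth assessed after seven days of incubation; strong numbers were not always called active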
influenza NS1A = NS1A inhibition, H1N1 influenza, cell based functional assay (AID 504329); actives 0.3% (n = 340,000); NS1A functional cell-based assay, percent inhibition; higher % means a stronger effect; inhibition, % at 12.5 µM, or IC50 in µM where a hit was titrated; in the data active means a potency from the dose series; inconclusive means inhibition above about 27% without an active follow-up result; further: strong numbers were not always called active
VEEV TC-83 Vero 10K pilot screen = further read-out of VEEV TC-83 Vero, marked with its call; inhibition, %; measured here: 10K pilot screen inhibition
An asterisk follows results filed as active.

How did Cc1ccc(S(=O)(=O)N2CCc3ccccc3C2CC(=O)O)cc1 (configuration not stated) do in these assays?
M. tuberculosis: -3%; VEEV TC-83 Vero: 0.8%; Salmonella PhoP GFP: 1%; M. tuberculosis HTS: 7%; influenza NS1A: 22%

What do the screens show for `COc1cc(/C=C/C(=O)N2CCN(CC(O)COc3ccccc3)CC2)cc(OC)c1OC` (configuration not stated)?
M. tuberculosis: 2%; VEEV TC-83 Vero: 0.9%; Salmonella PhoP GFP: 0%; M. tuberculosis HTS: -5%; influenza NS1A: 1%

Results for CC(C)NC(=O)N(C)C[C@H]1Oc2ccc(NS(=O)(=O)c3ccc(F)cc3)cc2C(=O)N([C@H](C)CO)C[C@@H]1C ?
M. tuberculosis: 17%; VEEV TC-83 Vero: 0.1%; M. tuberculosis HTS: 1%; influenza NS1A: -5%

What do the screens show for `Cc1cccc(N=Nc2ccc(N(C)C)cc2)c1`?
M. tuberculosis: 13%; VEEV TC-83 Vero: inactive; Salmonella PhoP GFP: 9%; M. tuberculosis HTS: 3%; influenza NS1A: 32µM*

Results for COc1ccc(CC(=O)Nc2cc(=O)n(C)c(=O)n2C)cc1OC ?
M. tuberculosis: 0%; VEEV TC-83 Vero: inactive; Salmonella PhoP GFP: -7%; M. tuberculosis HTS: 3%; influenza NS1A: 4%

Results for CC1(C)CC(=O)C(C=NCC2CCN(C(=O)Cc3ccccc3)CC2)=C(O)C1 ?
M. tuberculosis: -1%; VEEV TC-83 Vero: inactive; Salmonella PhoP GFP: 27%; M. tuberculosis HTS: -11%; influenza NS1A: 3%

How did COc1ccc(-c2nc(C#N)c(NCc3ccccc3Cl)o2)cc1 do in these assays?
M. tuberculosis: -6%; VEEV TC-83 Vero: 0.5%; Salmonella PhoP GFP: -2%; M. tuberculosis HTS: 5%; influenza NS1A: -2%

How did Cn1c(=O)c2cc(S(=O)(=O)NC(Cc3ccccc3)C(=O)NCC3CCCO3)ccc2n(C)c1=O (configuration not stated) do in these assays?
M. tuberculosis: 1%; VEEV TC-83 Vero: 0.5%; Salmonella PhoP GFP: -1%; M. tuberculosis HTS: 0%; influenza NS1A: -9%

What do the screens show for `COCCN1C(=O)c2ccccc2C(C(=O)N2CCN(c3ccccc3)CC2)C1c1ccc(F)cc1` (configuration not stated)?
VEEV TC-83 Vero: 6.6%; Salmonella PhoP GFP: -1%; M. tuberculosis HTS: -2%; influenza NS1A: 2%

How did CN(C)CCN(Cc1cccs1)S(=O)(=O)c1csc(C(N)=O)c1 do in these assays?
M. tuberculosis: -6%; VEEV TC-83 Vero: inactive; Salmonella PhoP GFP: -15%; M. tuberculosis HTS: -2%; influenza NS1A: 9%

What do the screens show for `O=C(CSc1nnc(-c2ccco2)o1)NC1CCCCC1`?
M. tuberculosis: inconclusive; VEEV TC-83 Vero: 5.9%; Salmonella PhoP GFP: 0%; M. tuberculosis HTS: -6%; influenza NS1A: -1%

Results for CCN(CC)c1ccc(/C=N/N2CCN(Cc3ccccc3Cl)CC2)c(O)c1 ?
M. tuberculosis: 38%; VEEV TC-83 Vero: 2.0%; Salmonella PhoP GFP: 2%; M. tuberculosis HTS: 61%; influenza NS1A: 11%

What do the screens show for `CCOc1ccc(N(CC(=O)Nc2ccc(F)c(F)c2)S(=O)(=O)c2c(C)noc2C)cc1`?
VEEV TC-83 Vero: 0.2%; Salmonella PhoP GFP: -2%; M. tuberculosis HTS: 1%; influenza NS1A: -1%

Results for COc1ccc(CCNC(=O)C2CCN(S(=O)(=O)N3CCC4(CC3)OCCO4)CC2)cc1OC ?
M. tuberculosis: 8%; VEEV TC-83 Vero: 0.1%; Salmonella PhoP GFP: -3%; M. tuberculosis HTS: 0%; influenza NS1A: -7%

Results for Cc1cc(O)c2c(c1)C(O)(C1OC(CO)C(O)C(O)C1O)c1cccc(O)c1C2=O (configuration not stated) ?
M. tuberculosis: -1%; VEEV TC-83 Vero: 2.5%; Salmonella PhoP GFP: 13%; M. tuberculosis HTS: 4%; influenza NS1A: -8%

Results for Cc1nc2ccccc2c(N)c1C(=O)/C=C/c1ccccc1 ?
M. tuberculosis: inconclusive; VEEV TC-83 Vero: inconclusive; Salmonella PhoP GFP: 31%; M. tuberculosis HTS: 5%; influenza NS1A: 1%

Results for Cc1ccc2nc3c(nc2c1C)C(O)=C3O ?
M. tuberculosis: 1%; VEEV TC-83 Vero: inactive; Salmonella PhoP GFP: -3%; M. tuberculosis HTS: 0%; influenza NS1A: 11%

How did S=C1NCN(Cc2ccco2)CN1CCc1ccccc1 do in these assays?
M. tuberculosis: 42%; VEEV TC-83 Vero: 0.3%; Salmonella PhoP GFP: -10%; M. tuberculosis HTS: 12%; influenza NS1A: 8%

Results for Cc1ccccc1C(=O)NC(=S)NC1CCSC1=O (configuration not stated) ?
M. tuberculosis: 6%; VEEV TC-83 Vero: 0.3%; Salmonella PhoP GFP: 5%; M. tuberculosis HTS: 0%; influenza NS1A: -5%

What do the screens show for `O=S(=O)(NCc1nc(-c2ccccc2)no1)c1ccc(F)cc1`?
M. tuberculosis: -5%; VEEV TC-83 Vero: 2.0%; Salmonella PhoP GFP: -7%; M. tuberculosis HTS: -6%; influenza NS1A: -10%

6 entries already listed, sorted by formula weight, highest first.
Results for COc1ccc(CCNC(=O)C2CCN(S(=O)(=O)N3CCC4(CC3)OCCO4)CC2)cc1OC ?
M. tuberculosis: 8%; VEEV TC-83 Vero: 0.1%; Salmonella PhoP GFP: -3%; M. tuberculosis HTS: 0%; influenza NS1A: -7%

Results for CC1(C)CC(=O)C(C=NCC2CCN(C(=O)Cc3ccccc3)CC2)=C(O)C1 ?
M. tuberculosis: -1%; VEEV TC-83 Vero: inactive; Salmonella PhoP GFP: 27%; M. tuberculosis HTS: -11%; influenza NS1A: 3%

How did CN(C)CCN(Cc1cccs1)S(=O)(=O)c1csc(C(N)=O)c1 do in these assays?
M. tuberculosis: -6%; VEEV TC-83 Vero: inactive; Salmonella PhoP GFP: -15%; M. tuberculosis HTS: -2%; influenza NS1A: 9%

Results for COc1ccc(CC(=O)Nc2cc(=O)n(C)c(=O)n2C)cc1OC ?
M. tuberculosis: 0%; VEEV TC-83 Vero: inactive; Salmonella PhoP GFP: -7%; M. tuberculosis HTS: 3%; influenza NS1A: 4%

Results for Cc1ccccc1C(=O)NC(=S)NC1CCSC1=O (configuration not stated) ?
M. tuberculosis: 6%; VEEV TC-83 Vero: 0.3%; Salmonella PhoP GFP: 5%; M. tuberculosis HTS: 0%; influenza NS1A: -5%

Results for Cc1ccc2nc3c(nc2c1C)C(O)=C3O ?
M. tuberculosis: 1%; VEEV TC-83 Vero: inactive; Salmonella PhoP GFP: -3%; M. tuberculosis HTS: 0%; influenza NS1A: 11%

(cont.)
How did NC(=O)NC(=O)C[n+]1cccc(/C=N/O)c1 do in these assays?
M. tuberculosis: -17%; VEEV TC-83 Vero: inactive; Salmonella PhoP GFP: 6%; M. tuberculosis HTS: -8%; influenza NS1A: -7%

Results for Cc1cccc(-c2noc(CNC(=O)Nc3ccc(F)cc3)n2)c1 ?
M. tuberculosis: 52%; VEEV TC-83 Vero: 0.4%; Salmonella PhoP GFP: -6%; M. tuberculosis HTS: 0%; influenza NS1A: 2%; VEEV TC-83 Vero 10K pilot screen: 1.6

Results for COc1ccc(CNCC(C)NCc2ccc(OC)c(OC)c2)cc1OC (configuration not stated) ?
M. tuberculosis: 3%; VEEV TC-83 Vero: inactive; Salmonella PhoP GFP: 10%; M. tuberculosis HTS: 0%; influenza NS1A: -2%

What do the screens show for `COc1ccc(C(OC(=O)c2ccco2)C(=O)NCc2ccco2)cc1` (configuration not stated)?
M. tuberculosis: -5%; VEEV TC-83 Vero: 1.9%; Salmonella PhoP GFP: 3%; M. tuberculosis HTS: 5%; influenza NS1A: 5%

Results for CCCn1c(N)c(N(CCOC)C(=O)c2cc(-c3ccco3)nc3ccccc23)c(=O)[nH]c1=O ?
M. tuberculosis: 6%; VEEV TC-83 Vero: 2.6%; Salmonella PhoP GFP: -6%; M. tuberculosis HTS: -1%; influenza NS1A: -13%

Results for CCN(C1CCCCC1)S(=O)(=O)c1c(C)n(C)c(=O)n(C)c1=O ?
M. tuberculosis: 0%; VEEV TC-83 Vero: 0.8%; Salmonella PhoP GFP: -3%; M. tuberculosis HTS: -7%; influenza NS1A: -17%

Results for N#Cc1cnc(NN)nc1 ?
M. tuberculosis: -4%; VEEV TC-83 Vero: 1.5%; Salmonella PhoP GFP: 1%; M. tuberculosis HTS: 9%; influenza NS1A: 2%

How did CC1CCC(NC(=O)C(NS(=O)(=O)c2cccc3nsnc23)C(C)C)CC1 (configuration not stated) do in these assays?
M. tuberculosis: 1%; VEEV TC-83 Vero: 0.4%; Salmonella PhoP GFP: -9%; M. tuberculosis HTS: -1%; influenza NS1A: -3%

Results for CC(C)(C)c1ccc(C(=O)OCC(=O)NCc2ccco2)cc1 ?
M. tuberculosis: 63%; VEEV TC-83 Vero: 7.5%; M. tuberculosis HTS: 28%; influenza NS1A: -11%

Results for Nc1nc(Nc2ccccc2)nc(C(F)(F)F)n1 ?
M. tuberculosis: 6%; VEEV TC-83 Vero: 0.7%; Salmonella PhoP GFP: 3%; M. tuberculosis HTS: -3%; influenza NS1A: 3%

What do the screens show for `Cc1cccc(C)c1NC(=O)CNC(=O)c1ccc2c(c1)OCCO2`?
M. tuberculosis: -13%; VEEV TC-83 Vero: 0.1%; M. tuberculosis HTS: -2%; influenza NS1A: 4%

Results for COc1ccc(CN(C)Cc2c(O)ccc3ccccc23)cc1 ?
M. tuberculosis: inconclusive; VEEV TC-83 Vero: 1.6%; Salmonella PhoP GFP: -26%; M. tuberculosis HTS: -5%; influenza NS1A: 7%

How did O=C(CCc1ccccc1)OCCN1CCOCC1 do in these assays?
M. tuberculosis: -12%; VEEV TC-83 Vero: 0.7%; Salmonella PhoP GFP: -5%; M. tuberculosis HTS: -7%; influenza NS1A: -3%

Results for C[C@H]1CCC[C@@]2(O[C@@H](CCO)C[C@H](O)[C@H]2O)O1 ?
M. tuberculosis: -3%; VEEV TC-83 Vero: 0.9%; Salmonella PhoP GFP: 4%; M. tuberculosis HTS: 1%; influenza NS1A: -10%; VEEV TC-83 Vero 10K pilot screen: 0.7

What do the screens show for `O=C(CN1CCN(S(=O)(=O)c2ccccc2F)CC1)Nc1ccnn1C1CCCC1`?
M. tuberculosis: -16%; VEEV TC-83 Vero: 1.1%; M. tuberculosis HTS: -7%; influenza NS1A: -4%

What do the screens show for `CCc1nnc(NC(=O)CSc2nnc(-c3ccccc3NC(=O)c3ccccc3)o2)s1`?
M. tuberculosis: 17%; VEEV TC-83 Vero: 0.1%; Salmonella PhoP GFP: 14%; M. tuberculosis HTS: 2%; influenza NS1A: 8%

How did CCOc1ccc(-c2nc(C)c(C(C)=O)n2O)cc1 do in these assays?
M. tuberculosis: 6%; VEEV TC-83 Vero: inactive; Salmonella PhoP GFP: 3%; M. tuberculosis HTS: -6%; influenza NS1A: -2%

Results for O=C(Nc1ccc(Cl)cc1)N1CCN(C(=O)C2CCCO2)CC1 (configuration not stated) ?
M. tuberculosis: 1%; VEEV TC-83 Vero: 0.7%; Salmonella PhoP GFP: -14%; M. tuberculosis HTS: -2%; influenza NS1A: -3%

Results for CNCCCC1Sc2ccccc2Oc2ccccc21 (configuration not stated) ?
M. tuberculosis: 50%; VEEV TC-83 Vero: inactive; Salmonella PhoP GFP: 99µM*; M. tuberculosis HTS: 4%; influenza NS1A: 10%

How did COc1ccc([N+](=O)[O-])cc1N(CC(=O)NCc1ccco1)S(C)(=O)=O do in these assays?
M. tuberculosis: -18%; VEEV TC-83 Vero: 0.9%; Salmonella PhoP GFP: 0%; M. tuberculosis HTS: -4%; influenza NS1A: 10%

Results for C=CCNC(=S)N1CCC(C(=O)c2ccc3c(c2)OCCO3)CC1 ?
M. tuberculosis: 4%; VEEV TC-83 Vero: 1.8%; Salmonella PhoP GFP: 9%; M. tuberculosis HTS: -1%; influenza NS1A: -6%

What do the screens show for `CCOC(=O)c1ccc(COC(=O)c2nonc2N)cc1`?
M. tuberculosis: 0%; VEEV TC-83 Vero: 0.9%; Salmonella PhoP GFP: 3%; M. tuberculosis HTS: -4%; influenza NS1A: -4%

Results for COc1ccc(C(=O)CN2C(=O)NC3(CCCc4ccccc43)C2=O)cc1 (configuration not stated) ?
M. tuberculosis: 4%; VEEV TC-83 Vero: 6.1%; Salmonella PhoP GFP: 5%; M. tuberculosis HTS: 0%; influenza NS1A: 1%

Bioassay records as filed in PubChem.
